Screening data deposited in PubChem BioAssay by The Scripps Research Institute Molecular Screening Center.
TCR-CD3 inh: inhibitors of human TCR-CD3 interaction; TAMRA-labeled TCR probe fluorescence, biochemical; inhibition, % at 9.4 µM; 360,000 tested, 0.37% active; AID 651800; in the data active means inhibition above about 19%;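 further: recombinant mutant TCR 2C K166C tagged with TAMRA read by polarization; 0% = receptor in buffer alone and 100% = receptor with positive control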
LEDGF integ inh: blocks HIV-1 LEDGF/p75-dependent DNA integration. AID 743269. TR-FRET IN-LEDGF/p75 DNA integration, Eu/Cy5. 370,000 tested, 0.64% active. inhibition, % at 3.7 µM;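 active means inhibition above the screen-wide mean plus 3 SD, cut at about 13% in these data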;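 further: signal is the Cy5 over europium emission ratio at 671 and 618 nm; 0% = plate median of compound wells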
Tn7 DDE FP: disrupts Tn7 cyclic peptide binding to fibrin D-Dimer-E complex | P02675 | FP displacement of FITC-Tn7 peptide from fibrin DD(E); 0% = median of compound wells per plate | inhibition, % at 8.3 µM | 370,000 tested, 0.13% active | AID 720508;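 active means inhibition above the mean of compounds falling within the control limits plus 3 SD of them, cut at about 14% in these data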;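 further: 0% = plate median of compound wells and 100% = 10 µM Aha-Tn7 peptide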
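Test system – human fibrin DD(E) · Times – 10 min preincubation, 3 h with tracer, room temperature · Detection – fluorescence polarization of the labelled Tn7 tracer · Measure – percent inhibition normalized to high-control wells · Benchmarks – high control wells with 10 µM unlabelled Aha-Tn7 peptide (full inhibition) · Repeats – singlicate testing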
TDP2 inh: TDP2 (human) inhibition, absorbance primary screen; recombinant TDP2, T5PNP hydrolysis, p-nitrophenol absorbance 415 nm; inhibition, % at 12.8 µM; 370,000 tested, 0.34% active; AID 720702;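 active means inhibition above the mean of all tested compounds plus 3 SD, set per campaign, cut at about 25% in these data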;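 further: 0% = DMSO with enzyme and 100% = buffer with substrate but no TDP2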
Target sequence (O95551 whole entry, looked up): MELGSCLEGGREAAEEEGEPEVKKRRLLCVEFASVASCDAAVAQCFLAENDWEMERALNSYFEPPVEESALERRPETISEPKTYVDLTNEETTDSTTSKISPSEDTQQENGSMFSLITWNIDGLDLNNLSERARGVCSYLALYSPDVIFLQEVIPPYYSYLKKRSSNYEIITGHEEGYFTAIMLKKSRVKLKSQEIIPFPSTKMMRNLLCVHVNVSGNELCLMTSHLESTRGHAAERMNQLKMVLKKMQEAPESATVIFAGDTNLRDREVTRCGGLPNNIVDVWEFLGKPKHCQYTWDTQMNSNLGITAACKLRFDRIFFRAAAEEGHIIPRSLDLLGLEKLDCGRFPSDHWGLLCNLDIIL
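System: recombinant human TDP2 / Amount: 120 nM TDP2 per well / Also added: 5 mM T5PNP chromogenic substrate / Doses: 12.8 µM single point, 1% DMSO / Incubation: 2 h at 37 °C / Detection: p-Nitrophenol epi absorbance / Evaluation: % inhibition relative to enzyme-containing and enzyme-free wells / Repeats: singlicate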
UHRF1 binding: blocks human UHRF1 binding to methylated DNA; UHRF1 binding to methylated oligo, TR-FRET; inhibition, % at 4.4 µM; Q96T88; 370,000 tested, 0.75% active; AID 687016; in the data active means inhibition above about 21%;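 further: UHRF1 SRA domain binding a hemimethylated CpG hairpin DNA probe; 0% = median of test compound wells and 100% = reference inhibitor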
PG9 Ab binder: PG9 antibody binding by small molecule. TR-FRET gp120-PG9 antibody binding. inhibition, % at 6.7 µM. 360,000 tested, 0.43% active. AID 624416; in the data active means inhibition above about 8.5%
SIAE inh: blocks human sialic acid acetylesterase; Q9HAT2; SIAE FP-Rh probe binding, fluorescence polarization; inhibition, % at 9.66 µM; 370,000 tested, 0.69% active; AID 1053197;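 active means inhibition above a cutoff: mean of compounds within the control limits plus 3 SD of those, cut at about 17% in these data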;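 further: 0% = plate median of compound wells and 100% = probe without SIAE protein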
mABHD4 FP: ABHD4 (mouse) inhibition, primary FP screen. purified mABHD4, FP-Rh probe fluorescence polarization. inhibition, % at 8.92 µM. Q8VD66. 370,000 tested, 0.54% active;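 active means inhibition exceeding the mean over every tested compound plus 3 SD, cut at about 30% in these data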;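 further: 0% = plate median of compound wells and 100% = S159A mutant with DMSO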
Target sequence (Q8VD66 whole entry, looked up): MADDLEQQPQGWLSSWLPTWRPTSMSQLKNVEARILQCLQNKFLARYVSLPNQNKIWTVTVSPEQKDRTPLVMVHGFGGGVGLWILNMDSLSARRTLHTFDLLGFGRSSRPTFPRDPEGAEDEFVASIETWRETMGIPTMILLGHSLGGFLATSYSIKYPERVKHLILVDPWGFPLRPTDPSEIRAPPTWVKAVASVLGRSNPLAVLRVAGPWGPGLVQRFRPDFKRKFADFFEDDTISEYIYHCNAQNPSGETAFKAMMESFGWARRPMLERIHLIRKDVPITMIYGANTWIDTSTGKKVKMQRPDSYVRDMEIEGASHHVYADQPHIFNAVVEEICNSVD
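Test system: mABHD4 protein; Read-out basis: % inhibition; Incubation: 45 min + 60 min at 25 °C; Repeats: single replicate; Technique: fluorescence polarization with parallel and perpendicular emission, 525/598 nm; Compound: 8.92 µM, single dose; Benchmarks: full inhibition S159A mutant plus DMSO, zero as sample-well median.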
PRMT1 inh: inhibitors of human PRMT1; 370,000 tested, 1.3% active; inhibition, % at 2.79 µM; recombinant PRMT1, activity-based probe fluorescence polarization; Q99873;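 active means inhibition above about 21% made by adding two undisclosed values, limit read from the data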
Target sequence (Q99873 whole entry, looked up): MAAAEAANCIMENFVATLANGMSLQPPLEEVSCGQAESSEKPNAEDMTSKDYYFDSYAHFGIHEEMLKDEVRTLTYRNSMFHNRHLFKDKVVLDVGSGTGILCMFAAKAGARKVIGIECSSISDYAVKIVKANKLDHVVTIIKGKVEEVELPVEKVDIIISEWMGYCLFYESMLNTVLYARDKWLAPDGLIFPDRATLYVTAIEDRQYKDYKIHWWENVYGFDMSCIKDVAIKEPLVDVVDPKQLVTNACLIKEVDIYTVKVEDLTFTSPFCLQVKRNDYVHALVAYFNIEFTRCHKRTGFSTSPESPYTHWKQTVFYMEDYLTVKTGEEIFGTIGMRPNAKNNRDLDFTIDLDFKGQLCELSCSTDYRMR
HTRA1 inh: blocks human HTRA1 serine peptidase; Q92743; recombinant HTRA1, FP-rhodamine activity-based probe, fluorescence polarization; inhibition, % at 5.96 µM; 340,000 tested, 0.5% active; AID 504803; in the data active means inhibition above about 36%;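 further: 0% = enzyme with DMSO and 100% = wells lacking enzyme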
An asterisk follows results filed as active.

Cn1nc(C(=O)N2CCN(c3ccc(Cl)cc3)CC2)c2c1-c1ccccc1S(=O)(=O)C2 was read as TCR-CD3 inh -4.5, LEDGF integ inh -8.4, Tn7 DDE FP -3.7, TDP2 inh -14.9, UHRF1 binding 3.0, PG9 Ab binder -0.2, SIAE inh -2.5, mABHD4 FP 9.2, PRMT1 inh 1.1 and HTRA1 inh 1.6.
Cc1cc(N(CN2CCCC2=O)C(=O)c2ccc(F)cc2)no1 was read as TCR-CD3 inh 0.3, LEDGF integ inh -0.5, Tn7 DDE FP 6.1, TDP2 inh 1.8, UHRF1 binding -0.2, PG9 Ab binder -1.5, SIAE inh 6.4, mABHD4 FP -1.1, PRMT1 inh 17.1 and HTRA1 inh 0.1.
For Cc1ccc(C(=O)Nn2cnnc2)cc1[N+](=O)[O-] the results were TCR-CD3 inh 5.0, LEDGF integ inh 1.7, Tn7 DDE FP 8.8, TDP2 inh 8.1, UHRF1 binding -0.3, PG9 Ab binder 0.8, SIAE inh -2.0, mABHD4 FP -10.4, PRMT1 inh -1.8 and HTRA1 inh 2.9.
Screening Cc1ccc(/C=C2\Oc3cc(OC(=O)N4CCOCC4)ccc3C2=O)cc1 returned TCR-CD3 inh -4.8, LEDGF integ inh -1.6, Tn7 DDE FP 3.1, TDP2 inh -3.6, UHRF1 binding 0.9, PG9 Ab binder -2.4, SIAE inh -0.1, mABHD4 FP 11.7, PRMT1 inh -0.7 and HTRA1 inh 1.3.
For CCn1c(SCC(=O)Nc2ccccc2C(=O)OC)nnc1-c1cccc(C)c1 the results were TCR-CD3 inh 4.5, LEDGF integ inh 2.9, Tn7 DDE FP 7.0, TDP2 inh -2.5, UHRF1 binding -1.6, PG9 Ab binder 1.8, SIAE inh 5.8, mABHD4 FP -1.5, PRMT1 inh -4.3 and HTRA1 inh -15.0.
For O=C(COC(=O)c1cc(=O)[nH]c2ccccc12)NCCc1ccccc1 the results were TCR-CD3 inh -1.9, LEDGF integ inh 4.7, Tn7 DDE FP -1.1, TDP2 inh -1.6, UHRF1 binding -4.0, PG9 Ab binder -1.7, SIAE inh -11.2, mABHD4 FP -0.4, PRMT1 inh -0.7 and HTRA1 inh 2.8.
For COc1cc2[nH]c(=S)n(CCCN3CCOCC3)c(=O)c2cc1OC the results were TCR-CD3 inh -2.4, LEDGF integ inh 3.0, Tn7 DDE FP -0.5, TDP2 inh 3.2, UHRF1 binding 8.3, PG9 Ab binder 0.4, SIAE inh -1.4, mABHD4 FP -3.0, PRMT1 inh 0.3 and HTRA1 inh -6.1.
CCN(C(=O)c1cc2ccccc2oc1=O)c1cccc(C)c1 was read as TCR-CD3 inh -4.6, LEDGF integ inh 2.0, Tn7 DDE FP 3.3, TDP2 inh 9.9, UHRF1 binding 2.4, PG9 Ab binder -0.5, SIAE inh -5.7, mABHD4 FP 3.0, PRMT1 inh 0.8 and HTRA1 inh -1.0.
Screening COc1cc(/C=C2/N=C(C3CCCCC3)OC2=O)cc(OC)c1OC returned TCR-CD3 inh 3.6, LEDGF integ inh -3.1, Tn7 DDE FP 4.6, TDP2 inh -1.3, UHRF1 binding -0.1, PG9 Ab binder -2.0, SIAE inh -6.2, mABHD4 FP 3.1, PRMT1 inh -2.3 and HTRA1 inh 7.8.
CC(C)CNC(=O)c1ccc2c(c1)C(=O)N(C1CCCCC1)C2=O was read as TCR-CD3 inh -3.9, LEDGF integ inh -2.9, Tn7 DDE FP 8.3, TDP2 inh 4.0, UHRF1 binding 2.9, PG9 Ab binder -0.1, SIAE inh -4.3, mABHD4 FP 0.0, PRMT1 inh -2.8 and HTRA1 inh -1.9.
COc1cc(C(=O)N2CCN(S(=O)(=O)c3ccc(C)cc3C)CC2)ccc1OCC(=O)N1CCOCC1 was read as TCR-CD3 inh -0.9, LEDGF integ inh -1.8, Tn7 DDE FP -4.7, TDP2 inh -4.7, UHRF1 binding 10.3, PG9 Ab binder 0.5, SIAE inh 2.3, mABHD4 FP 2.4, PRMT1 inh 3.5 and HTRA1 inh 4.3.
For COCCCNC(=O)c1cn(-c2cccc(OC)c2)c(=O)c2ccccc12 the results were TCR-CD3 inh -0.8, LEDGF integ inh 6.1, Tn7 DDE FP -8.3, TDP2 inh -9.4, UHRF1 binding -2.4, PG9 Ab binder -0.3, SIAE inh -1.1, mABHD4 FP -3.8, PRMT1 inh -1.1 and HTRA1 inh 2.3.
Cc1cccc(OCCNC(=S)NC(=O)c2cccnc2)c1 was read as TCR-CD3 inh -0.4, LEDGF integ inh -1.6, Tn7 DDE FP 0.6, TDP2 inh 3.8, UHRF1 binding 2.4, PG9 Ab binder -1.2, SIAE inh 0.9, mABHD4 FP -0.6, PRMT1 inh 2.7 and HTRA1 inh -4.2.
For COc1ccc(NC(=O)c2ccc(-c3ccc(OC)cc3)s2)cc1 the results were TCR-CD3 inh -0.5, LEDGF integ inh -2.0, Tn7 DDE FP -2.2, TDP2 inh 3.9, UHRF1 binding 1.0, PG9 Ab binder 2.2, SIAE inh -9.8, mABHD4 FP -3.4, PRMT1 inh 5.0 and HTRA1 inh -22.4.
For O=C(CS(=O)CC(=O)Nc1cccnc1)Nc1ccc(F)cc1 (centres undefined) the results were TCR-CD3 inh -6.5, LEDGF integ inh 6.7, Tn7 DDE FP 3.1, TDP2 inh -0.9, UHRF1 binding 2.1, PG9 Ab binder 0.8, SIAE inh 9.2, mABHD4 FP -6.3, PRMT1 inh -2.3 and HTRA1 inh -5.7.
O=[N+]([O-])c1ccc(NCc2ccccc2N2CCC(CO)CC2)nc1 was read as TCR-CD3 inh 1.7, LEDGF integ inh -0.8, Tn7 DDE FP -5.6, TDP2 inh 5.8, UHRF1 binding 1.0, PG9 Ab binder -0.4, SIAE inh 0.5, mABHD4 FP -3.2, PRMT1 inh -3.3 and HTRA1 inh -7.7.
For COc1ccc(Cn2cc(CN3CC(N4CCN(Cc5ccccc5F)CC4)CS3(=O)=O)nn2)cc1 (centres undefined) the results were TCR-CD3 inh -3.9, LEDGF integ inh 6.6, Tn7 DDE FP -7.4, TDP2 inh -3.3, UHRF1 binding 12.6, PG9 Ab binder -1.4, SIAE inh -6.1, mABHD4 FP -11.3 and PRMT1 inh -5.5.
`COc1ccc(C(=O)C[n+]2ccc3c(c2)nc(-c2ccccc2)n3C)cc1` gave TCR-CD3 inh -10.4, LEDGF integ inh 3.9, Tn7 DDE FP -4.0, TDP2 inh -5.1, UHRF1 binding 1.2, PG9 Ab binder 2.5, SIAE inh -2.2, mABHD4 FP 14.1, PRMT1 inh 1.3 and HTRA1 inh -3.1.
`COc1cccc(NC(=O)COC(=O)c2cc(S(=O)(=O)N3CCOCC3)ccc2C)c1` gave TCR-CD3 inh 2.9, LEDGF integ inh -1.2, Tn7 DDE FP 1.4, TDP2 inh 4.5, UHRF1 binding 2.4, PG9 Ab binder -0.7, SIAE inh -1.5, mABHD4 FP 4.5, PRMT1 inh 1.6 and HTRA1 inh -6.2.
Screening CCCCNc1c([N+](=O)[O-])cc(C(=O)O)cc1[N+](=O)[O-] returned TCR-CD3 inh -3.7, LEDGF integ inh -1.1, Tn7 DDE FP -0.1, TDP2 inh 1.1, UHRF1 binding 3.0, PG9 Ab binder 0.1, SIAE inh 2.5, mABHD4 FP 0.4, PRMT1 inh 4.1 and HTRA1 inh -3.3.
`CSC(=O)NC12CC3CC(CC(C)(C3)C1)C2` gave TCR-CD3 inh -5.3, LEDGF integ inh 0.3, Tn7 DDE FP -0.8, TDP2 inh -6.2, UHRF1 binding 3.6, PG9 Ab binder 2.9, SIAE inh -6.9, mABHD4 FP -7.3, PRMT1 inh 2.5 and HTRA1 inh -5.5.
Screening COc1nc(NCC(C)C)nc(Oc2ccc(=O)n(-c3ccccc3)n2)n1 returned TCR-CD3 inh -2.8, LEDGF integ inh -3.7, Tn7 DDE FP -1.4, TDP2 inh -0.8, UHRF1 binding -0.5, PG9 Ab binder 0.5, SIAE inh -1.0, mABHD4 FP -4.9, PRMT1 inh 3.0 and HTRA1 inh -5.2.
COC(=O)C(=Cc1ccc(-c2ccsc2C(=O)OC)o1)C(=O)OC was read as TCR-CD3 inh 0.9, LEDGF integ inh 2.3, Tn7 DDE FP 2.3, TDP2 inh -9.4, UHRF1 binding 2.8, PG9 Ab binder 0.1, SIAE inh -4.1, mABHD4 FP -8.7, PRMT1 inh 7.0 and HTRA1 inh -6.7.
CC1CCN(S(=O)(=O)c2ccc(C(=O)NNC(=O)C3CC3)cc2)CC1 was read as TCR-CD3 inh -1.8, LEDGF integ inh 4.5, Tn7 DDE FP 3.6, TDP2 inh 8.0, UHRF1 binding 4.3, PG9 Ab binder -2.2, SIAE inh -11.2, mABHD4 FP -5.4, PRMT1 inh -1.2 and HTRA1 inh -3.2.
Screening CC1CCN(S(=O)(=O)c2ccc3c(ccn3CC(=O)O)c2)CC1 returned TCR-CD3 inh 0.3, LEDGF integ inh 2.8, Tn7 DDE FP 1.4, TDP2 inh -9.3, UHRF1 binding -0.2, PG9 Ab binder 0.0, SIAE inh -2.2, mABHD4 FP 5.8, PRMT1 inh -6.8 and HTRA1 inh 1.0.
`COc1ccc(CCNC(=O)CCC(=O)NC2CCCC(C)C2C)cc1OC` (centres undefined) gave TCR-CD3 inh 3.7, LEDGF integ inh 1.4, Tn7 DDE FP -1.6, TDP2 inh 2.1, UHRF1 binding 0.7, PG9 Ab binder -1.4, SIAE inh 1.6, mABHD4 FP -1.3, PRMT1 inh -1.8 and HTRA1 inh 3.6.
For O=C(N/N=C1\CCCc2ccccc21)c1cccc(Br)c1 the results were TCR-CD3 inh 3.7, LEDGF integ inh -3.2, Tn7 DDE FP 8.6, TDP2 inh 0.7, UHRF1 binding 2.8, PG9 Ab binder 0.1, SIAE inh -1.4, mABHD4 FP 1.8, PRMT1 inh -4.8 and HTRA1 inh -7.7.
For CC(=O)N1c2ccc(S(=O)(=O)N3CCC(C(=O)NCc4ccc(N(C)C)cc4)CC3)cc2CC1C (centres undefined) the results were TCR-CD3 inh 8.2, LEDGF integ inh -0.2, Tn7 DDE FP 7.0, TDP2 inh 13.7, UHRF1 binding 0.4, PG9 Ab binder -2.2, SIAE inh 2.6, mABHD4 FP -0.1, PRMT1 inh -3.3 and HTRA1 inh 2.5.
`O=C(O)CSCC(=O)Nc1ccccc1` gave TCR-CD3 inh -2.4, LEDGF integ inh -1.4, Tn7 DDE FP -2.1, TDP2 inh -5.4, UHRF1 binding 3.0, PG9 Ab binder 1.0, SIAE inh 1.6, mABHD4 FP 0.0, PRMT1 inh 8.4 and HTRA1 inh -0.4.
